RXFP1 ag – activates the human relaxin receptor RXFP1; Q9HBX9; HEK293T-RXFP1 cAMP TR-FRET, 30 min; response scale: percent of porcine relaxin response, buffer zero; Potency, µM (series often up to 57.5 µM), without a hit: top-dose activation, usual class: activators; 0.3% of 370,000 active; AID 2676; note: potency is the fitted concentration of half-maximal effect; % is set by controls: 0 for no effect and ±100 for the full control effect; nearly all actives have a fitted effect of over 60% in size; many of its hits are not listed in these tables
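Agonist response is measured as cAMP accumulation in an RXFP1-transfected HEK293T line under PDE4 inhibition. Values are scaled between buffer-only and 29 nM porcine relaxin, and EC50s come from standard Hill equation fits.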
Glioma ERSR ind – inducers of ER stress response in human glioma cells; 0.02% of 420,000 active; AID 602332; U87-MG GRP78 promoter luciferase reporter, 16 h; Potency, µM, inactives show at the top dose activation, hits mostly activators; note: potency is the fitted concentration of half-maximal effect; series mostly up to about 76 µM; % of control where 0% means no effect; nearly all actives have a fitted effect of over 35% in size
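ERSR induction read as luciferase luminescence (Bright-Glo, 10 min at room temperature) in stably transfected human U87-MG glioma cells exposed to compounds for 16 h, using GRP78 as sensor.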
TrxR1 substrate – rat thioredoxin reductase 1 substrate activity | O89049 | purified TrxR1 substrate turnover, NADPH consumption readout | Potency, µM (highest dose often 114 µM), inactives show top-dose activity change, negative = substrate turnover | 0.01% of 390,000 active; note: potency is the fitted concentration of half-maximal effect; % is set by controls: 0 for no effect and ±100 for the full control effect; nearly all actives have a fitted effect of over 50% in size
Target sequence (O89049 whole entry, looked up): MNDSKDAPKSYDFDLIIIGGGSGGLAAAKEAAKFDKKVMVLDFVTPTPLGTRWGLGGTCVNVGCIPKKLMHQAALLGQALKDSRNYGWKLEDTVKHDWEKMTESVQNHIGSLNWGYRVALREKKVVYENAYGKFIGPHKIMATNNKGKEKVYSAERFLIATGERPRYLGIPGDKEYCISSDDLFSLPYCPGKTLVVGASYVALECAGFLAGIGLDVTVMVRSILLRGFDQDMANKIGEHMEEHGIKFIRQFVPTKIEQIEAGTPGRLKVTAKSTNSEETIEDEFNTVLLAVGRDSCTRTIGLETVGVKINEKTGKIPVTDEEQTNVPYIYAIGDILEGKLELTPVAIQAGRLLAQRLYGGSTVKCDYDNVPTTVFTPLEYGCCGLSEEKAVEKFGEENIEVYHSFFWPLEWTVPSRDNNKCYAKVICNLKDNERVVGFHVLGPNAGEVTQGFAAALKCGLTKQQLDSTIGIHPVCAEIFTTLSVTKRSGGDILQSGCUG
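Rat TrxR1, dispensed at 90 nM, was prereduced with 400 uM NADPH (final) for 5 min at ~22 deg C, then incubated with compound 15 min before 400 uM selenite. A first-read NADPH fluorescence drop versus no-compound background flagged substrates.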
Vif-A3F inh – inhibitors of Vif-A3F interaction. Potency, µM (doses to about 46.1 µM), for the others: at the highest dose activity, negative = active. 0.2% of 390,000 active. HeLa A3F-eYFP + Vif (tagged APOBEC3F with the HIV-1 protein that degrades it), YFP fluorescence increase; note: potency is the fitted concentration of half-maximal effect; % of control where 0% means no effect; nearly all actives have a fitted effect of over 65% in size
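Fluorescence increase (Ex 488/Em 500-530) after overnight compound treatment at 37 deg C flags inhibition of Vif-driven A3F-eYFP loss in stable HeLa A3F-eYFP/Vif cells seeded overnight beforehand.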
USP1-UAF1 inh – USP1/UAF1 (human) deubiquitinase inhibition; Potency, µM (series often up to 57.1 µM), without a hit: top-dose activity change, negative = inhibition, hits mostly inhibitors; O94782; recombinant USP1/UAF1, Ub-Rhodamine cleavage fluorescence; AID 743255; 0.23% of 390,000 active; note: potency is the fitted concentration of half-maximal effect; % is set by controls: 0 for no effect and ±100 for the full control effect; nearly all actives have a fitted effect of over 60% in size; inactives centre near -12
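High-throughput fluorogenic screen: 1nM USP1/UAF1 complex, Ub-Rho substrate 150nM final, 50mM HEPES pH 7.8 with 0.5mM EDTA, 0.1 mg/ml BSA, 1mM TCEP and 0.01% Tween-20.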
LDHA block – LDHA (human) enzyme inhibition; 0.15% of 480,000 active; purified LDHA, NADH/diaphorase-resazurin fluorescence; hits give low values; P00338; AID 1347041; activity change, % (values are at about 110 or 230 µM); in the data active = activity change below about -30%; inconclusive = mostly about -25% to -30%;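 note: plate controls were DMSO wells for no effect and wells without enzyme for full effect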
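Enzyme activity of human lactate dehydrogenase 5 (2 nM; 0.06 mM NADH, 0.2 mM pyruvate, 5 min, RT) is measured via a resazurin/diaphorase fluorescence readout of residual NADH.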
IDH1 R132H inh – human IDH1 R132H inhibition; O75874; IDH1-R132H enzyme, NADPH consumption, diaphorase/resazurin fluorescence; Potency, µM (top dose mostly 76.6 µM), without a hit: at the highest dose activity change, negative = inhibition, actives largely listed as inhibitors; 0.093% of 390,000 active; note: potency is the fitted concentration of half-maximal effect; % is set by controls: 0 for no effect and ±100 for the full control effect; nearly all actives have a fitted effect of over 65% in size
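IDH1-R132H (0.5 ug/mL) preincubated 30 min with compound, then NADPH (0.016 mM) and alpha-KG (2 mM) added; 80 min at RT, pH 7.5. Remaining NADPH coupled via diaphorase/resazurin to fluorescence (540/590 nm); concentration-response curves normalized to no-enzyme control.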
PI4K2A inh – blocks human PI4K2A kinase activity; Q9BTU6; purified PI4K2A, ADP-Glo luminescence, 1 h; hits give low values; activity change, negative = inhibition, % at 76.9 µM; 0.13% of 420,000 active; in the data active = activity change below about -50%; inconclusive = mostly about -30% to -49%;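 note: -100% = wells without enzyme as full effect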
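PI4K2A activity was measured by ADP-Glo luminescence: enzyme (4 ug/mL stock) and phosphatidylinositol (1.2 mM stock) in Tris pH 7.5/MgCl2/EGTA/Triton X-100 buffer were reacted with ATP (300 microM stock) for one hour at ambient temperature.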
Vif-A3G inh – inhibitors of Vif-APOBEC3G interaction. HeLa A3G-eYFP + Vif (tagged APOBEC3G with the HIV-1 protein that degrades it), YFP fluorescence, overnight. 0.076% of 410,000 active. Potency, µM (highest dose often 46.1 µM), for inactives: at the top dose activity, negative = active, actives largely listed as inhibitors. Q9HC16;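 note: potency is the fitted concentration of half-maximal effect; % is set by controls: 0 for no effect and ±100 for the full control effect; nearly all actives have a fitted effect of over 60% in size; hits raise eYFP signal because A3G escapes Vif-driven loss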
Target sequence (Q9HC16 whole entry, looked up): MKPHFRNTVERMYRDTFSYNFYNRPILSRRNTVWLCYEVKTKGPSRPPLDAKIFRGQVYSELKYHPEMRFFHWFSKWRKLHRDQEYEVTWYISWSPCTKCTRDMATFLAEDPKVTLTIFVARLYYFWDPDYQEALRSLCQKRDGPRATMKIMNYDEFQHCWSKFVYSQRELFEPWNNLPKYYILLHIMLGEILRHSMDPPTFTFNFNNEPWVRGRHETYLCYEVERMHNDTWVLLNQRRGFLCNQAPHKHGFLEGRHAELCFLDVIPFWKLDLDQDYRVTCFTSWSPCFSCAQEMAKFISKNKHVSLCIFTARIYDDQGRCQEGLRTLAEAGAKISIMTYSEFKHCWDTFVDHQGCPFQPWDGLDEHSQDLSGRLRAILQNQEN
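Read-out is eYFP fluorescence (Ex 488/Em 500-530) from Vif-expressing HeLa A3G-eYFP cells; more signal means A3G escaped Vif-mediated degradation. Cells plated overnight, compound pinned in, incubated overnight at 37 deg C.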
An asterisk follows results filed as active; ? = inconclusive; / = no result given; & = joins results of further samples; [ ] = remark or other dose. Unless noted, calls come from the whole dose curve; as a rule, active = well fitted curve in the direction sought with a large enough effect; inconclusive = small, poorly fitted or top-dose-only effect, or another doubt; inactive = no such curve, though single readings can be large; an effect the other way counts as inactive or inconclusive. These rows are one share of the data; count on the stated rates, not on these rows.

SMILES	RXFP1 ag	Glioma ERSR ind	TrxR1 substrate	Vif-A3F inh	USP1-UAF1 inh	LDHA block	IDH1 R132H inh	PI4K2A inh	Vif-A3G inh
COC(=O)c1c(NC(=O)c2c(Cl)cnn2C)sc(C)c1C	-1.1%	-4.2%	44.1%[activator]	-5.2%	-25.1%	-2.2	5.1%	-2.8	7.8%
COc1cccc(C(C(=O)NC2CCCC2)N(C(=O)c2ccco2)c2ccc(C(C)=O)cc2)c1OC (stereo not drawn)	3.1%	-2.8%	0.2%	-10.4%	-16.6%	-3.2	1.8%	-2.5	0.9%
NC1=NC2CS(=O)(=O)CC2S1 (stereo not drawn)	-0.3%	-2.9%	0.7%	-12.5%	-5.2%	-8.8	9.2%	-1.3	1.1%
Cc1ccc(C)c(NC(=O)C(=O)NCCc2csc(-c3cccc(F)c3)n2)c1	1.1%	-3.3%	-4.3%[57.1 µM]	3.2%	-5.0%	-8.8	-17.9%	0.5	2.7%
Cc1cc(C(=O)NCc2ccc(F)cc2)n(-c2ccccc2)n1	4.6%	-2.1%	0.0%	0.1%	-10.9%	-0.5	-3.0%	2.1	6.3%
CC1CCN(S(=O)(=O)c2ccc3nc(-c4ccccn4)cc(C(=O)NCCN(C)Cc4ccccc4)c3c2)CC1	4.3%	-3.6%	-0.2%	4.4%	-4.4%	-8.2	-0.2%	4.3	-4.2%
O=C(O)CC(NNC(=O)c1ccccc1)C(=O)Nc1ccc([N+](=O)[O-])cc1 (stereo not drawn)	-1.9%	7.9%	-7.4%	0.6%	-9.3%	-0.3	-2.5%	4.2	2.8%
Cc1ccc(C)c(S(=O)(=O)N2CCCOC2CNC(=O)C(=O)NCc2ccncc2)c1 (stereo not drawn)	2.2%	-0.4%	0.4%	0.4%	0.5%	-5.2	-9.8%	-1.9	-0.6%
NC(=O)CC(NC(=O)c1cccc(Br)c1)c1ccc(NCC2CC2)c([N+](=O)[O-])c1 (stereo not drawn)	0.0%	-3.3%	5.7%[57.1 µM]	-1.6%	-8.4%	-3.8	-3.8%	-2.6	-8.3%
CCOc1ccc(S(=O)(=O)NCCC(=O)NCC(c2ccccc2OC)N2CCCC2)cc1 (stereo not drawn)	-2.8%	-2.2%	-10.4%	-0.1%	4.5%	1.7	1.9%	1.0	-1.4%

Only IDH1 R132H inh, for 2 of the compounds above:
| SMILES | IDH1 R132H inh |
| --- | --- |
| O=C(O)CC(NNC(=O)c1ccccc1)C(=O)Nc1ccc([N+](=O)[O-])cc1 (stereo not drawn) | -2.5% |
| Cc1ccc(C)c(S(=O)(=O)N2CCCOC2CNC(=O)C(=O)NCc2ccncc2)c1 (stereo not drawn) | -9.8% |

Continued:
SMILES	RXFP1 ag	Glioma ERSR ind	TrxR1 substrate	Vif-A3F inh	USP1-UAF1 inh	LDHA block	IDH1 R132H inh	PI4K2A inh	Vif-A3G inh
CCCNC(=O)c1oc2ccc3c(c2c1C)C=CC(C)(C)O3	1.8%	-2.8%	11.0%[57.1 µM]	-14.7%	-16.3%	-4.7	3.4%	3.1	1.2%
Cc1ccc(S(=O)(=O)N2CCN(CCNC(=O)C(=O)Nc3ccc(F)cc3)CC2)cc1	1.9%	-0.2%	6.8%	16.8%	-18.6%	3.1&-2.7	6.0%	4.7	-1.2%
CC(=O)Nc1cccc(NC(=O)c2csc(C)c2)c1	-1.5%	7.1%	6.5%	-3.4%	-26.5%	-1.8	-1.7%	6.1	0.5%
CCN(CC)CCCN(C(=O)c1cccc(C)c1)c1nc(-c2ccc(OC)cc2)cs1	-3.1%	-2.9%	-5.9%	-2.4%	5.2%	-1.3	10.3%	-2.3	0.0%
COc1ccc(CNC(=O)c2oc3c(c2C)-c2nn(Cc4ccc(Cl)cc4)cc2CC3)cc1	?	-2.9%	-0.3%[11.4 µM]	-18.1%	-8.2%	12.9	-15.0%	-2.1	-2.9%
COc1ccc(C2CC(c3ccccc3)=NN2c2ccccc2)c(C(=O)O)c1OC (stereo not drawn)	23.7%	-1.8%	50.7%[activator][57.1 µM]	-8.3%	-13.3%	-2.5	-1.8%	4.6	-4.2%
CC(C)C(=O)Nc1nnc(S(=O)(=O)N(C)c2ccc(Cl)cc2)s1	3.2%	-3.7%	9.2%[57.1 µM]	-10.3%	-16.2%	2.1	-2.6%	4.6	0.5%
O=C(Cn1c(-c2cccs2)cc2ccccc21)N1CCN(c2ccccc2F)CC1	-2.0%	-1.0%	29.9%	-8.6%	-12.9%	-10.1	0.0%	0.0	-0.9%
COc1cc(OC)cc(C(=O)N=c2sc3ccccc3n2C)c1	28.9%	2.3%	13.9%	-10.2%	-22.9%	-2.7	8.4%	-4.1	1.3%
COc1ccc(NC(=O)CCNS(=O)(=O)c2ccc3c(c2)CCN3C(=O)C2CC2)cc1Cl	-0.5%	-2.5%	8.8%[57.1 µM]	3.3%	-17.6%	-3.5	-4.2%	-6.6	1.8%
COc1ccc(/C=N/NC(=O)c2cccc([N+](=O)[O-])c2)cc1OS(=O)(=O)c1ccc(C)cc1	2.7%	-0.7%	-9.1%	-3.0%	-20.6%	-8.7	0.1%	1.5	-9.0%
COc1ccc2c(c1OC)C(=O)N(c1ccc(C)c(C)c1)C2=O	0.4%	-0.4%	6.3%[57.1 µM]	-0.3%	-19.2%	-8.1	2.3%	-1.5	-0.8%
CCOC(=O)C(C)CC(C)C(=O)N1CCOCCN(C(=O)C(C)CC(C)C(=O)OCC)CCOCC1 (stereo not drawn)	-0.6%	-0.4%	2.4%[57.1 µM]	-0.2%	-1.5%	0.1	-5.0%	-1.6	-0.2%
NS(=O)(=O)c1cc(Cl)c(Cl)c(S(N)(=O)=O)c1	0.4%	-0.4%&-4.6%	-2.8%	-0.7%	13.6%	-9.1	3.7%	1.9	-1.7%
CCOc1ccc(CCNC(=O)CSC(=S)N2CCCC2)cc1OCC	0.3%	-0.3%	5.1%	4.5%	-11.5%	-1.4	2.0%	-1.1	-0.9%
CSCCC(NC(=O)COc1ccccc1)C(=O)O (stereo not drawn)	-0.6%	-2.3%	4.6%	-0.7%	-21.1%	-1.6	-0.1%	1.5	0.0%
CCC(Oc1ccccc1)C(=O)NCc1cccnc1 (stereo not drawn)	1.9%	-2.1%	6.3%[57.1 µM]	0.0%	0.8%	2.8	2.8%	-2.6	-3.7%
CCc1nc2c(OCc3cccc(Cl)c3)cccn2c1N(C)C(=O)C(C)C	/	-1.4%	/	/	/	-9.3	/	0.7	-1.7%
COc1cc(Cl)c(C)cc1NC(=O)CSc1nc2c(c(=O)[nH]1)CCC2	4.2%	/	-1.6%	/	-29.0%	-1.7	/	3.7	/
O=C(Nc1nc2ccccc2s1)c1cc(-c2ccco2)nc2ccccc12	-1.0%	-2.7%	65.9%[activator]	-21.5%	-23.4%	-4.7	2.7%	3.1	-27.5%

Compounds listed so far with a COOH group (3):
SMILES	RXFP1 ag	Glioma ERSR ind	TrxR1 substrate	Vif-A3F inh	USP1-UAF1 inh	LDHA block	IDH1 R132H inh	PI4K2A inh	Vif-A3G inh
O=C(O)CC(NNC(=O)c1ccccc1)C(=O)Nc1ccc([N+](=O)[O-])cc1 (stereo not drawn)	-1.9%	7.9%	-7.4%	0.6%	-9.3%	-0.3	-2.5%	4.2	2.8%
COc1ccc(C2CC(c3ccccc3)=NN2c2ccccc2)c(C(=O)O)c1OC (stereo not drawn)	23.7%	-1.8%	50.7%[activator][57.1 µM]	-8.3%	-13.3%	-2.5	-1.8%	4.6	-4.2%
CSCCC(NC(=O)COc1ccccc1)C(=O)O (stereo not drawn)	-0.6%	-2.3%	4.6%	-0.7%	-21.1%	-1.6	-0.1%	1.5	0.0%

(more compounds)
SMILES	RXFP1 ag	Glioma ERSR ind	TrxR1 substrate	Vif-A3F inh	USP1-UAF1 inh	LDHA block	IDH1 R132H inh	PI4K2A inh	Vif-A3G inh
CC1(C)C(=O)Nc2ccccc2N1C(=O)COC(=O)c1cccs1	/	-1.6%	7.8%[57.1 µM]	-3.0%	-8.0%	-8.6&5.8	13.2%	-0.1	-6.7%
CC1=C(C(=O)Nc2ccccc2)C(c2ccncc2)n2nc(SCc3ccccc3Cl)nc2N1 (stereo not drawn)	-1.1%	-2.7%	10.3%[2.29 µM]	-7.3%	-8.7%	0.5	-3.4%	-6.2	-2.9%
CC(=O)Nc1ccc(NC(=O)C(OC(=O)c2ccccc2)C(OC(=O)c2ccccc2)C(=O)O)cc1 (stereo not drawn)	3.1%	4.6%	-5.1%[57.1 µM]	-14.9%	-6.2%	7.1	0.1%	3.2	0.9%
COc1cc(NC(=O)C2CCCN(S(=O)(=O)c3ccc4[nH]c(=O)ccc4c3)C2)cc(OC)c1 (stereo not drawn)	1.6%	-6.1%	-0.8%	-16.6%	-5.9%	-2.4	-22.0%	3.2	-12.8%
CC(=O)n1cc(N(C(=O)CCl)c2ccc(Cl)cc2)c2ccccc21	-2.7%	-13.3%	-3.4%	-4.3%	-14.9%	2.6	?	24.3	?
COC(=O)C1CCN(C(=O)Cc2ccc(Br)cc2)CC1	-0.4%	0.5%	22.4%[57.1 µM]	-8.6%	-5.6%	-1.0	7.8%	42.1	0.0%
Cc1ccc(C)c(SCC(=O)OCC(=O)Nc2ncc(C(F)(F)F)cc2Cl)c1	-0.9%	-2.1%	-18.2%[57.1 µM]	-2.1%	?	9.1	12.3%	-7.1	-6.7%
Cc1ccc(S(=O)(=O)Cc2sc3ccccc3[n+]2C)cc1	3.5%	-2.4%	-4.6%	0.2%	-12.8%	-5.7	-1.3%	-0.1	2.3%

Screens (PubChem BioAssay)
